From PubChem BioAssay
RTF Ca sens inh – cardiac RTF calcium sensitivity inhibitors, primary screen, biochemical, IANBD-TnC fluorescence, EC70 calcium | Troponin I, cardiac muscle (Homo sapiens) + Troponin T, cardiac muscle (Homo sapiens) + … | IANBD-labeled cardiac RTF, Ca2+ fluorescence | inhibition, % at 7.15 µM | hit rate 0.12% among 340,000 | AID 493244, 2011;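 active means inhibition above the mean inhibition of all tested compounds plus 3 SD, cut at about 17% in these data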;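 further: assay run at fixed EC70 calcium of 1.6 mM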
CAL PDZ FP-1 – untagged CAL PDZ binding inhibitors, primary screen, biochemical, fluorescence polarization, HTS; Golgi-associated PDZ and coiled-coil motif-containing protein (Homo sapiens), Q9HD26; purified CAL PDZ, TMR-peptide fluorescence polarization, 1 h; inhibition, % at 24.9 µM; hit rate 0.92% among 300,000; AID 602252, 2012;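 active means mean inhibition of at least 30% with at least half of replicates also reaching 30%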;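 further: 0% = DMSO neutral control and 100% = excess unlabeled competitor peptide PRC23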
Keap1-Nrf2 PPI – Keap1-Nrf2 protein-protein interaction inhibitors, primary screen, biochemical, fluorescence polarization, single point. AID 504523, 2011. hit rate 0.15% among 340,000. inhibition, % at 9.4 µM. Keap1 Kelch-Nrf2 peptide fluorescence polarization, 1536-well; in the data active means inhibition above about 12%;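 further: human Keap1 Kelch domain with fluorescein labeled Nrf2 9mer peptide probe; 0% = neutral control wells and 100% = peptide positive control; higher means more block of Keap1 binding to Nrf2 peptide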
Pemphigus Ab inh – inhibitors of pemphigus antibody binding to DSG3, primary screen, biochemical, bead-based, flow cytometry, scFv-GFP; Desmoglein-3 (Homo sapiens), P32926; DSG3-coupled beads, scFv-anti-DSG3-GFP binding; stronger effect = lower value; binding (percent of control), % at 10 µM; hit rate 0.48% among 310,000; AID 588358, 2011;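 active means binding more than 3 SD below its plate's average and above zero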; further: some compounds called inactive have numbers as strong as hits
Target sequence (P32926 whole entry, looked up): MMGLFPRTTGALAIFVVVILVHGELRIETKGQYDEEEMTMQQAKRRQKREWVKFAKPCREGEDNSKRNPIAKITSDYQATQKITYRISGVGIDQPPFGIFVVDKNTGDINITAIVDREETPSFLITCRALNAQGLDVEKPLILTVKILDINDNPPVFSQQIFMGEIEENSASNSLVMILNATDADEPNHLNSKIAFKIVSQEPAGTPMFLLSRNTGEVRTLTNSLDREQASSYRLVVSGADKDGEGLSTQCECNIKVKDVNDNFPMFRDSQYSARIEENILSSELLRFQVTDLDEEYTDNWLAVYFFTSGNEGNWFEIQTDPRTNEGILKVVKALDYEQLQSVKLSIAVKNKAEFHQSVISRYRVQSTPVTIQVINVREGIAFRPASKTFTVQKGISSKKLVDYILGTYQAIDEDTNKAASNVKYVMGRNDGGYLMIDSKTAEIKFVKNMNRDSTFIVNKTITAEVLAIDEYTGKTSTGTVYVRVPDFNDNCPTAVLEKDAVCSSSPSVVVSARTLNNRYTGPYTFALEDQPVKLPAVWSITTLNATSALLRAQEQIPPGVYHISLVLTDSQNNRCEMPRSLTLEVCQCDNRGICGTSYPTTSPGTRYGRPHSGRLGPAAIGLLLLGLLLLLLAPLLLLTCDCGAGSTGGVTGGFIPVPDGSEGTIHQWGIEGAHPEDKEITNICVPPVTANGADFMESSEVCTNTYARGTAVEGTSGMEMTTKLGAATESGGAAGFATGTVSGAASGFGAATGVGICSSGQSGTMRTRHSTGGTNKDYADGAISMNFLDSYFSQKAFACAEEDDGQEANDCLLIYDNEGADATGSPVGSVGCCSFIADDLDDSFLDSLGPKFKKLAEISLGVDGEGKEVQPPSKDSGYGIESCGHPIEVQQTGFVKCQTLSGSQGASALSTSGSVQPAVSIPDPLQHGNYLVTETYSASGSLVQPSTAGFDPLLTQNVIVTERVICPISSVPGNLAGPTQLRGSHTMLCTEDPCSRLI
LANA DNA inh – inhibitors of KSHV C-LANA binding to DNA, primary screen, biochemical, fluorescence polarization, FAM-LBS DNA, MBP-C-LANA, single point; Kaposi's sarcoma herpesvirus LANA C-terminal domain (residues 932-1162) DNA binding; inhibition, % at 9 µM; hit rate 0.078% among 340,000; AID 504423, 2011;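 active means highest replicate inhibition at or above 60% at 9 µM, even if other replicates fall short; inactive means all replicates below 60% inhibition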;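 further: 0% = neutral control wells and 100% = 4 µM acridine orange control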
Arrestin-AP2 inh – inhibitors of beta-arrestin/AP2 binding, primary screen, biochemical, GPCR trafficking, flow cytometry; beta-arrestin 1 C-terminal peptide binding to AP2 beta2-adaptin appendage (human); FITC-arrestin peptide / GST-AP2 beads; AP2 beta2 appendage carries R879A mutation; inhibition, % at 10 µM; hit rate 0.31% among 340,000;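 active means inhibition above a set limit, near 3 SD of compounds lacking own fluorescence, cut at about 54% in these data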;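 further: plate controls were DMSO wells for no effect and 5 µM unlabelled arrestin peptide for full effect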
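System: GST-AP2 R879A glutathione beads. Medium: PBS with 0.05% Tween 20 and 0.1% BSA. Also added: FITC-arrestin peptide, 50 nM. Incubation: 12 min plus 1 h, RT. Measured by: high-throughput flow cytometry of beads, ex 488, em 535 nm. Evaluation: percent drop in bead-associated FITC signal.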
V-ATPase pH – regulators of yeast V-ATPase proton pumping, primary screen, pHLuorin cytosolic pH fluorescence | S. cerevisiae | response, % at 10 µM | hit rate 0.37% among 350,000 | AID 504577, 2011; in the data active means response mostly above about 7.3%, no sharp cut-off; inactive means mostly below about 5.4%; further: actives read high; inactives centre near 0; some compounds called inactive have numbers as strong as hits; reference of the scale not given here
CAL PDZ FP-2 – CAL PDZ peptide-binding inhibitors, primary screen, biochemical, fluorescence polarization, Cer-tagged CAL PDZ, HTS. inhibition, % at 20 µM. purified CAL PDZ, TMR-peptide fluorescence polarization, 1 h. hit rate 0.02% among 330,000. AID 504414, 2011;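 active means highest replicate inhibition of at least 40%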;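 further: plate controls were DMSO neutral control wells for no effect and unlabeled competitor peptide control wells for full effect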
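Assay system – tagged CAL PDZ protein CerCALP, purified · Timing – 1 h at RT · Compound – single point, 20 µM · Measured by – fluorescence polarization from S- and P-plane intensities, G-factor corrected · Evaluation – inhibition from polarization loss · Probe or stimulus – TMR reporter peptide T*-PRC34 · Buffer or medium – pH 7.4 phosphate-saline buffer, reducing agent, detergent, IgG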
DAGLB inhibitor – DAGLB lipase inhibitors, primary screen, biochemical, fluorescence, HTS; Diacylglycerol lipase-beta (Homo sapiens), Q8NCG7; HEK293T DAGLB membrane lysate, EnzChek fluorogenic substrate; inhibition, % at 5.17 µM; hit rate 0.059% among 340,000; AID 504411, 2011; in the data active means inhibition above about 34%;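 further: 0% = enzyme with vehicle and 100% = wells lacking enzyme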
NSD2 inh – NSD2 histone methyltransferase inhibitors, primary screen, biochemical, AlphaScreen, single concentration, set 2 | AID 743445, 2014 | inhibition, % at 12.5 µM | hit rate 0.54% among 310,000 | NSD2 peptide methylation, 120 min | Histone-lysine N-methyltransferase NSD2 (Homo sapiens), O96028; in the data active means inhibition above about 50%
Active calls of the source: *; x = not tested or not shown. An excerpt (hit frequency here may not be typical).

nr	NSD2 inh	V-ATPase pH	RTF Ca sens inh	CAL PDZ FP-1	Pemphigus Ab inh	Keap1-Nrf2 PPI	CAL PDZ FP-2	LANA DNA inh	DAGLB inhibitor	Arrestin-AP2 inh	canonical_smiles
1	3.4	0.1	-0.7	-5.1	111.2	-2.0	-3.0	0.9	0.3	1.9	Cc1ccc(N(C(=O)c2ccco2)C(C(=O)NC2CCCC2)c2cccnc2)cc1 (stereo not given)
2	4.3	3.1	-16.1	-4.7	x	-2.5	-1.7	-0.3	0.0	-14.3	Cc1cccc(N2CCN(S(=O)(=O)c3ccc4c(c3)C(C)(C)C(=O)N4C)CC2C)c1 (stereo not given)
3	-2.3	-2.8	2.5	-3.6	95.7	1.6	-0.4	0.2	-8.1	0.5	CCOc1ccccc1N=C1SC(CC(=O)Nc2ccc(OC)cc2OC)C(=O)N1CCC1=CCCCC1 (stereo not given)
4	1.1	0.9	6.5	-3.4	130.2	-2.3	-0.6	0.0	-3.1	14.3	CC1(C)C2CCC1(CS(=O)(=O)Nc1ccc(S(=O)(=O)N3CCCC3)cc1)C(=O)C2 (stereo not given)
5	-1.0	-2.5	x	x	92.8	4.6	0.0	1.7	x	-15.2	O=C(NC(=S)N1CCCCC1)c1csc([N+](=O)[O-])c1
6	-0.3	-4.1	-2.6	-6.7	x	-5.3	-1.8	1.2	-2.8	4.6	CC1C(=O)N2CCCc3cc(S(=O)(=O)N(C)c4ccccc4)cc1c32 (stereo not given)
7	-3.5	-2.4	-3.4	6.0	98.5	0.5	-2.8	-1.2	-0.5	0.3	O=c1[nH]c(SCc2c(Cl)cccc2Cl)nc2ccccc12
8	x	-0.2	-2.8	-3.2	97.4	-0.1	-0.6	2.1	0.4	-22.8	COc1ccc(C2NC(=O)Cc3cc(OC)c(OC)cc32)cc1OC (stereo not given)
9	-2.5	3.0	-16.6	-3.1	102.7	-4.9	0.9	-0.6	-6.0	-0.1	COc1ccccc1C(=O)Nc1ccc(C)cc1C(=O)c1ccccc1
10	0.6	1.4	-3.9	x	102.5	4.4	-0.5	-1.3	-1.5	-7.7	CN(CC(=O)Nc1cccc(S(=O)(=O)NC2=NCCC2)c1)Cc1cccc(F)c1
11	4.4	3.2	-9.8	1.4	x	-1.7	-1.0	2.3	2.0	9.9	O=C(O)c1ccc(/C=C2\CCCc3c2nc2ccccc2c3C(=O)O)cc1
12	-0.1	-2.2	-4.5	-7.9	103.2	3.0	-0.3	0.8	-1.6	-15.4	O=C(Oc1ccc(F)cc1)c1cccnc1
13	11.7	3.0	-6.1	-0.6	104.2	-0.8	-1.2	-1.4	-2.3	9.3	O=C1CNC(=O)/C(=C\c2ccc(F)cc2)N1
14	0.2	2.8	-4.0	0.7	96.8	-1.9	-2.0	-1.1	0.1	-5.7	CCc1c(C)nc(SCCOc2ccc(OC(C)C)cc2)[nH]c1=O
15	x	-0.6	-6.4	-3.2	96.3	-7.7	-5.0	-0.9	0.1	9.8	COc1ccc(CNC(=O)CC2C[C@H](C(=O)N(C(C)C)C(C)C)[C@@]3(C)c4[nH]c5ccccc5c4CCN3C2=O)cc1OC (stereo not given in full)
16	-3.7	3.5	-8.0	-4.6	99.0	0.6	-0.2	0.4	3.0	-0.6	O=C1CC(N2CCCCCC2)C(=O)N1c1ccc2c(c1)OCO2 (stereo not given)
17	0.2	2.7	-2.9	-2.9	106.5	1.4	-2.1	2.1	1.6	-14.9	CCc1ccc(NC(=O)NNC(=O)c2cc3ccccc3cc2O)cc1
18	-1.3	-1.7	-0.8	1.8	106.7	1.2	-1.5	1.1	1.9	6.2	O=C(O)CCS(=O)(=O)c1cccc2cccnc12
19	-1.8	-1.6	-1.6	x	97.9	-2.2	0.2	-0.2	-0.5	-1.3	O=C(NN1C(=O)c2ccccc2NC1c1ccc([N+](=O)[O-])o1)c1ccc(Br)cc1 (stereo not given)
20	-5.0	0.1	4.1	6.1	94.9	-1.7	-2.8	-0.8	-0.3	13.0	Cc1cc(C)cc(NC(=S)N2CCC(NC(=O)c3ccc(F)cc3)CC2)c1
21	0.2	0.4	2.1	2.1	118.8	2.7	-0.4	-1.2	0.7	22.1	O=C(COc1ccc(S(=O)(=O)Nc2cccc(C(F)(F)F)c2)cc1)N1CCOCC1
22	8.0	-1.5	8.7	x	98.5	2.4	-1.0	0.5	11.1	6.3	N#C/C(=N\Nc1ccc(S(=O)(=O)N2CCCCC2)cc1)C(N)=S
23	-4.8	-0.8	-3.8	0.4	82.6	-1.6	-1.6	-0.5	-1.9	0.3	O=C1CCCC(=O)C1C(=O)C1CCN(S(=O)(=O)c2ccccc2)CC1
24	-1.0	5.4	2.0	9.2	85.2	-0.5	-2.9	-2.3	2.4	-2.0	COc1ccc(/C=C(\C#N)C(=O)OCCNC(=O)c2ccncc2)cc1
25	1.9	3.2	-6.7	-2.6	99.2	-3.0	-0.8	0.0	0.6	25.8	COc1ccccc1NC(=O)c1nn(-c2ccc(Cl)cc2)ccc1=O
26	-0.1	-2.3	-4.4	-0.8	105.2	1.0	x	-0.9	-2.7	19.9	O=C(c1cccc(S(=O)(=O)N2CCOCC2)c1)N1CCCC1
27	-4.1	-0.8	-7.9	-0.6	99.0	-5.2	-2.9	0.7	-2.4	21.1	Cc1c(-n2cc(C(=O)c3cc(F)ccc3O)cc(C#N)c2=O)c(=O)n(-c2ccccc2)n1C
28	12.6	5.7	-21.6	x	110.6	-1.2	-2.9	-1.3	-0.4	-11.7	CC(C)c1cc(CNC(=O)c2cc(COc3cncc(Cl)c3)on2)on1
29	2.0	-5.5	-5.1	-0.5	104.7	0.4	x	3.3	-2.5	7.2	Cc1c(NC(=O)C2(c3ccccc3)CCOCC2)c(=O)n(-c2ccccc2)n1C
30	-8.1	-1.4	-1.5	-3.6	98.0	6.2	-0.5	-0.7	-3.0	19.4	O=C(O)CCNS(=O)(=O)c1ccc2c(c1)OCCCO2
31	4.3	-1.4	-6.7	-1.9	123.8	4.3	0.0	-1.8	-1.5	1.6	Cc1ccc(CC(=O)NC2CCN(C)CC2)cc1
32	-1.7	2.3	-7.8	0.1	97.8	-2.9	1.0	-0.7	-0.7	11.1	O=C(N/N=C/c1ccccn1)c1ccc(Br)o1
33	x	0.6	-0.7	0.4	106.2	-7.0	-2.1	1.2	3.0	-3.7	Nc1ccc(Sc2ccc([N+](=O)[O-])cc2)cc1
34	5.2	0.1	-1.5	-6.1	x	-3.1	-1.4	-0.5	-0.1	5.9	CCC1CCCCN1CCCNC(=O)CN1C(=O)c2cccnc2Oc2ccc(Cl)cc21 (stereo not given)
35	-1.5	1.7	-2.7	-0.7	106.2	-12.8	-2.1	0.3	-4.1	-6.0	CC(C)c1csc(CN2CCN(Cc3ccc(F)cc3)C(CCO)C2)n1 (stereo not given)
36	-1.3	-1.6	-4.8	-1.6	99.4	-3.4	-1.0	0.2	0.4	7.8	CCOC(=O)C1CCN(C(=O)c2cccc(NC(=O)C(CC)CC)c2)CC1
37	2.2	-3.1	-2.1	-3.9	115.0	-1.1	-1.2	1.4	-0.3	8.6	CN(C(=O)CN1CCCCCC1)c1c(N)n(Cc2ccccc2)c(=O)[nH]c1=O
38	-2.6	-1.4	-1.3	x	99.8	8.1	-1.0	5.8	-4.9	-20.5	CCNc1nn2ccccc2c1/C=C(\C#N)C(=O)OCC
39	x	-3.7	-2.6	-5.2	93.9	3.1	23.4	0.3	-0.7	-0.9	COc1cccc(CN2CCN(C3CSCCSC3)CC2CCO)c1 (stereo not given)
40	0.5	-2.9	-5.6	x	95.3	-3.7	-1.7	0.0	-0.4	-14.5	COc1cc(CC(=O)OCC(=O)Nc2sccc2C(N)=O)cc(OC)c1OC
41	2.1	1.5	-8.1	0.3	108.8	-3.5	0.0	-0.9	0.8	2.2	CCOc1ccc(NC(=O)CN(C)CC(=O)Nc2ccc(Br)cc2F)cc1OCC
42	-0.8	1.0	-1.8	-5.1	99.6	-4.0	-0.4	-0.2	0.9	0.8	Cc1c(NS(=O)(=O)CC23CCC(CC2=O)C3(C)C)c(=O)n(-c2ccccc2)n1C (stereo not given)
43	0.7	0.0	-3.1	x	x	1.8	0.3	0.7	-0.6	-12.8	COCCn1c(-c2ccccc2)nc(=S)c2c1CC(C)(C)OC2

One compound at a time, from the list above:
Cc1c(-n2cc(C(=O)c3cc(F)ccc3O)cc(C#N)c2=O)c(=O)n(-c2ccccc2)n1C is listed with NSD2 inh: -4.1; V-ATPase pH: -0.8; RTF Ca sens inh: -7.9; CAL PDZ FP-1: -0.6; Pemphigus Ab inh: 99.0; Keap1-Nrf2 PPI: -5.2; CAL PDZ FP-2: -2.9; LANA DNA inh: 0.7; DAGLB inhibitor: -2.4; Arrestin-AP2 inh: 21.1
Cc1ccc(CC(=O)NC2CCN(C)CC2)cc1 is listed with NSD2 inh: 4.3; V-ATPase pH: -1.4; RTF Ca sens inh: -6.7; CAL PDZ FP-1: -1.9; Pemphigus Ab inh: 123.8; Keap1-Nrf2 PPI: 4.3; CAL PDZ FP-2: 0.0; LANA DNA inh: -1.8; DAGLB inhibitor: -1.5; Arrestin-AP2 inh: 1.6
